SV40 large T antigen = TAg ATPase/helicase activity blockers – biochemical (AID 1903). SV40 large T antigen ATPase/helicase inhibition assay; higher % means a stronger effect. inhibition, % at 20 µM; hits with a dose series show IC50 in µM. 0.39% of 310,000 active; in the data active = a potency from the dose series; inconclusive = inhibition mostly from about 32% at the one dose, without a potency; inactive = the rest, 99 in 100 with inhibition below about 32%; note: strong numbers were not always called active
T cell HTS = modulates CD8 T cell binding to vesicles | 2C CD8+ T cell-vesicle binding, flow cytometry; hits give low values | calls only at 7 µM | 0.068% of 330,000 active;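 active = response, share of CD8 T cells binding vesicles, and their 90th percentile fluorescence all below set limits, cut at about 80% in these data, passing the limit was not always enough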
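incubation = binding step 1.5 h, 37 °C, antibody labelling 20 min, ice | test system = 2C mouse CD8+ T cells | read-out basis = percent CD8+ FL2 mean versus row control | controls = Peptide-free naked vesicles (low) and QL9 vesicles with 0.7% DMSO vehicle (high) | detection = flow cytometry of vesicle-bound cells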
Myeloid diff MLP = compounds promoting myeloid differentiation. ER-HoxA9 myeloid progenitors, lysozyme-GFP differentiation, flow cytometry. calls only at 10 µM. 1% of 360,000 active;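 active = normalized GFP-positive differentiation at or above the plate's own cutoff, the solvent-only control mean plus 3 SD; inconclusive = no clear call, values can overlap the other calls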;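 note: cells exposed to compound for four days before flow analysis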
Salmonella PhoP GFP = PhoP-dependent GFP reporter repression – Salmonella Typhimurium, primary screen (AID 1863); inhibition, % at 50 µM; hits with a dose series show IC50 in µM; 0.16% of 300,000 active; S. Typhimurium PhoP-regulated promoter GFP reporter, 4 h; higher % means a stronger effect;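 active = inhibition over 29.93%, a cutoff 3 SD above the screen mean, later confirmed by dose response; inconclusive = inhibition over 29.93% but no dose response follow-up; inactive = inhibition at most 29.93% or unconfirmed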;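 note: 0% = low Mg2+ inducing control and 100% = high Mg2+ repressing control; strong numbers were not always called active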
RSV CPE inhibition = RSV antiviral activity via CPE protection, HEp-2 cells, primary 10 µM value included (AID 2391); CPE inhibition, % at 10 µM, or IC50 in µM where a hit was titrated; HEp-2 cells, RSV-induced CPE inhibition; higher % means a stronger effect; 0.13% of 310,000 active; in the data active = a potency from the dose series; inconclusive = CPE inhibition mostly from about 23% at the one dose, without a potency; inactive = the rest, 99 in 100 with CPE inhibition below about 21%; note: strong numbers were not always called active
TNAP activators = stimulation of alkaline phosphatase TNAP activity – biochemical, luminescent, no phosphate acceptor, uHTS, primary screen (AID 1001); activation fold at 20 µM, or EC50 in µM where a hit was titrated; purified TNAP, luminescent activation assay, no phosphate acceptor; higher activation fold means a stronger effect; 0.03% of 200,000 active; in the data active = activation fold from about 3, or a potency from the dose series; inactive = the rest, 99 in 100 with activation fold below about 1.6; note: many of its hits are not listed in these tables
UTI89 phage lysis = inhibition of K1F phage lysis, E. coli UTI89, bacterial capsule biogenesis inhibitors, alamar blue (AID 488966). E. coli UTI89 K1F phage lysis, alamar blue, 2 h; higher % means a stronger effect. inhibition, % at 100 µM, or IC50 in µM where a hit was titrated. 0.02% of 340,000 active;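 active = phage lysis inhibition, versus mean bacterial control, above a set limit; inconclusive = no clear call, values can overlap the other calls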;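 note: capsule biogenesis inhibitors block K1F phage lysis so surviving cells raise fluorescence; higher fluorescence means more inhibition of phage lysis; actives were called in the ten point dose series up to 300 µM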
MgcRacGAP inhibition = MgcRacGAP GTPase-activating activity inhibitors, confirmation, biochemical, ADP Hunter fluorescence; MgcRacGAP-stimulated Rac1 GTP hydrolysis, ADP Hunter fluorescence; higher % means a stronger effect; GST-tagged Rac1 F28L mutant substrate; one-dose inhibition, % at 30 µM; IC50 in µM for titrated hits; 0.6% of 340,000 active; AID 624330;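 active = first-screen hits whose inhibition reached a set limit at any dose in the follow-up dose series; inconclusive = inhibition above the set first-screen limit but never retested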;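 note: fluorescence reports GDP produced by GAP-driven GTP hydrolysis; strong numbers were not always called active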
NTR1 ag = NTR1-driven beta-arrestin-GFP spot formation – imaging, U2OS cells, high content, primary screen (AID 493036) | P30989 | agonist mode | activation, % at 20 µM | 0.17% of 330,000 active;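 active = activation at or above 40% of the spot to cytoplasm intensity ratio, with at least 20 cells analyzed; inconclusive = wells under 20 cells, flagged as cytotoxic or low count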;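 note: 0% = DMSO without peptide and 100% = 100 nM NTR1 peptide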
Target sequence (P30989 whole entry, looked up): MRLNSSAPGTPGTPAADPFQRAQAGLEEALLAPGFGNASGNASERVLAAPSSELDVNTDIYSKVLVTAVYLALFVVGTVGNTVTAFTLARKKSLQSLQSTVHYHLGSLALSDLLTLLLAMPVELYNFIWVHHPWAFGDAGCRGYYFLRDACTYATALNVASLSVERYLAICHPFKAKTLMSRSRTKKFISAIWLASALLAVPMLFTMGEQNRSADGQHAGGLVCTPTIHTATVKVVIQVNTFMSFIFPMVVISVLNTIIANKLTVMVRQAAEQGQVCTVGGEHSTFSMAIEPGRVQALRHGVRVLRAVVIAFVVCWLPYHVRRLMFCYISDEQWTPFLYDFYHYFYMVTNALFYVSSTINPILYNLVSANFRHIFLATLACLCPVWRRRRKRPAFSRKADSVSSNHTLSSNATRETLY
T cell HTS vesicle-bound % = also measured in T cell HTS; calls as there; double positive events, %; measured here: CD8+ vesicle-bound cell fraction;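 binding gate set so that unloaded-vesicle control wells show 10% double positive cells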
NTR1 ag cell count 20 µM = further read-out of NTR1 ag, marked with its call; cell count; measured here: cell count, cytotoxicity flag
Myeloid diff MLP GFP+ MAC1+ % = further read-out of Myeloid diff MLP, marked with its call; GFP+ MAC1+ double positive, %; measured here: differentiation confirmed by MAC1 staining
* = called active by the depositor; i = inactive; ? = inconclusive; nt = not tested or not shown; [ ] = another dose, or the depositor's remark.

entry	SMILES	SV40 large T antigen	T cell HTS	T cell HTS vesicle-bound %	Myeloid diff MLP	Myeloid diff MLP GFP+ MAC1+ %	Salmonella PhoP GFP	RSV CPE inhibition	TNAP activators	UTI89 phage lysis	MgcRacGAP inhibition	NTR1 ag	NTR1 ag cell count 20 µM
1	Cn1cc(Cl)c(-c2n[nH]c(=S)n2-c2ccc(F)cc2)n1	8%	i	35	i	0.7	3%	1.1%	1	-1.4%	4%	0.1	55
2	C=CCc1cc(/C=N\NC(=O)CSc2nnc(CCCc3ccc(OC)c(C)c3)o2)cc(OC)c1O	19%	i	42	i	0.8	-2%	0.8%	1.1	2.5%[50 µM]	1%	2.4	53
3	COc1ccc(-n2nnc3c(SCC(=O)NCc4ccco4)ncnc32)cc1	7%	i	27	nt	nt	-3%	4.7%	1.1	0.2%	5%	7.3	42
4	Cc1nc2ccccc2c(=O)n1CC(=O)N1CCOCC1	2%	i	44	i	1.0	-2%	2.8%	1.1	-2.4%	4%	-1.2	69
5	O=C(NCCN1CCN(Cc2ccccc2Cl)CC1)Nc1ccccc1	3%	i	7	i	1.1	13%	-1.2%	1.1	1.2%	-2%	1.2	92
6	C/C(=N\NC(=O)c1ccc(O)cc1)c1cccc(NC(=O)c2ccc(Cl)cc2)c1	6%	i	36	i	0.3	nt	-2.0%	nt	0.4%	9%	4.1	39
7	CCOc1ccc(Nc2nc(Cc3nnc(SCC(=O)N(CC)CC)n3C)cs2)cc1	5%	i	4	i	2.7	0%	0.9%	1	-0.4%	10%	1.4	84
8	COc1ccc(N2CCN(c3nc(NCCO)nc(N4CCOCC4)n3)CC2)cc1	?	i	42	i	0.8	-1%	1.7%	1.1	0.1%	28%	-1.1	88
9	CCOC(=O)C1=NN(C(C)=O)C2C(=O)N(CC)C(=O)C12 (centres undefined)	12%	i	33	i	0.6	-12%	nt	nt	nt	nt	-0.5	46
10	Cc1ccc(C(=O)NN=C2CCCCCC2)s1	11%	i	23	i	0.8	5%	1.5%	nt	-0.8%[50 µM]	-1%	1.0	54
11	CCOC(=O)CCCc1sc(N)nc1-c1[nH]c(=O)[nH]c1C	24%	i	23	i	1.0	-4%	1.0%	1.1	0.3%	13%	2.6	49
12	Oc1ccccc1/C=N/n1cnnc1	13%	i	44	i	1.1	-3%	3.4%	0.9	1.3%	14%	0.2	52
13	CCC1(CC)C(=O)C2=C3C1[C@H](C(=O)OC)C=C(C(=O)OC)C[C@H]3[C@H]1C(=O)N(Cc3ccccc3)C(=O)[C@H]1[C@H]2C (some centres undefined)	17%	i	42	i	1.6	-3%	4.7%	nt	0.4%	4%	4.6	56
14	Clc1ccc(-c2cn(-c3ccc(Cl)cc3)c3[n+]2CCCCC3)cc1	8%	i	56	i	0.9	-1%	-0.6%	nt	0.0%	3%	-1.2	32
15	Cc1ccc(C(C(=O)NCCc2ccccc2)N(C(=O)c2csnn2)C2CC2)o1 (centres undefined)	10%	i	47	i	1.0	-9%	0.1%	1.1	0.0%	4%	-0.2	87
16	Cc1ccc(C)c(OCC(=O)N2CCN(c3ncccn3)CC2)c1	nt	i	9	i	0.9	nt	0.6%	nt	0.5%[50 µM]	8%	-3.1	54
17	CCOC(=O)Cc1csc(NC(=O)NC2(C(F)(F)F)Oc3ccc(Cl)cc3O2)n1 (centres undefined)	?	i	58	i	0.5	0%	3.8%	0.9	0.7%	?	0.0	70
18	O=C(COc1ccc(-c2ccccc2)cc1)NNC(=O)Nc1ccc(F)cc1F	6%	i	71	i	3.6	0%	1.5%	nt	0.0%	4%	-0.7	64
19	CCOc1ccc(S(=O)(=O)N2CCCC(C(=O)NCc3ccncc3)C2)cc1C (centres undefined)	3%	i	8	i	3.9	-1%	12%	nt	0.4%	-3%	-2.7	46
20	COc1ccc(C(=O)OC(C)C(=O)NC(C)CCc2ccccc2)cc1[N+](=O)[O-] (centres undefined)	2%	i	15	i	0.9	-1%	0.2%	nt	0.3%	7%	-0.9	45
21	Nc1c(Cl)c(Cl)nc(C(=O)N/N=C/c2ccco2)c1Cl	9%	i	54	i	0.2	-2%	1.3%	nt	-0.8%	5%	1.3	63
22	CC(C)c1nnc(NC(=O)c2ccc3ccccc3c2)s1	-1%	i	5	i	1.1	-7%	3.7%	nt	0.1%	5%	45*	68*
23	O=C(COc1ccccc1F)Nc1ccc(S(=O)(=O)NCc2ccco2)cc1	4%	i	60	i	1.2	9%	17%	1.1	0.3%	0%	0.6	65
24	COc1cc(SC)ccc1C(=O)Nc1ccc(C)cc1C	11%	i	48	i	0.7	-13%	-2.2%	1	5.7%	8%	5.4	55
25	COc1ccc(NC(NC(=O)c2ccc(OC)cc2)C(Cl)(Cl)Cl)cc1 (centres undefined)	20%	i	20	i	1.0	1%	20%	1.1	-0.4%	4%	-0.6	71
26	COc1ccc(-n2c(SCC#N)nc3ccccc3c2=O)cc1	25%	i	47	i	2.1	-17%	-1.5%	1.1	0.7%	13%	2.2	42
27	COc1ccc(OC)c2c1sc(=NC(=O)c1cccc(N3C(=O)CCC3=O)c1)n2C	6%	i	16	i	2.5	-3%	0.8%	1.1	1.2%	6%	8.2	40
28	O=C(NNC(=O)c1ccccc1Br)c1ccncc1	10%	i	50	i	0.9	2%	0.8%	nt	-1.9%	-3%	-1.5	48
29	COc1ccccc1N(CC(=O)NCC1CCCO1)C(=O)Cn1nnc(-c2cccs2)n1 (centres undefined)	-1%	i	52	i	0.3	8%	-1.1%	1	-0.2%	9%	-1.5	37
30	O=C1COc2ccc(S(=O)(=O)N3CCc4ccccc43)cc2N1	11%	i	24	i	0.2	-5%	0.6%	nt	0.3%	12%	-0.7	46
31	COc1ccc(CN(C(=O)c2cccc(OC)c2)C2CCS(=O)(=O)C2)cc1 (centres undefined)	16%	i	45	i	0.7	-16%	5.2%	nt	nt	nt	-0.1	37
32	CCC(C)Nc1c2c(nc3c(-c4ccccc4)c(C)nn13)CCC2 (centres undefined)	14%	i	14	i	0.5	2%	11%	1.1	8.9%	9%	11	73
33	Cc1cc(=O)nc2c3ccccc3n(CC(=O)NC(C)c3ccc4c(c3)OCCO4)n12 (centres undefined)	5%	i	11	i	4.9	0%	0.6%	nt	0.4%	7%	-0.8	53
34	Cc1cc(C)n2nc(C(=O)OCC(=O)NNC(=O)c3ccc(Cl)cc3)nc2n1	5%	i	52	i	0.0	-4%	0.6%	nt	1.1%[50 µM]	7%	-1.1	76
35	Cc1nnc(NC(=O)c2ccc(S(=O)(=O)N3CC(C)CC(C)C3)cc2)o1 (centres undefined)	6%	i	32	i	0.5	-1%	4.0%	nt	0.4%	3%	0.8	63
36	Cc1nnc(-c2ccco2)c2cn(-c3cccc(Br)c3)nc12	8%	i	58	i	1.0	5%	16%	1.1	-0.1%	15%	-3.7	8
37	COC(=O)c1ccc(C23CC4(C2)[C@H](CN(Cc2ccc(C(F)(F)F)cc2)[C@@H]4c2ccccc2)C3c2ccc(Cl)nc2)cc1 (some centres undefined)	2%	i	41	nt	nt	-9%	-1.2%	nt	nt	nt	2.1	56
38	Cc1ccc(S(=O)(=O)CCC(=O)NCc2ccccc2Cl)cc1	5%	i	58	i	0.6	-4%	0.9%	1.1	0.0%	11%	-0.8	85
39	CC1(C)Cc2c(c(N3CCOCC3)nc3sc4c(NCC5CCCO5)nnnc4c23)CS1 (centres undefined)	8%	i	31	i	0.4	-7%	1.2%	nt	2.6%	2%	15	50
40	CCOc1ccc(NC(=O)c2ccc(NC(=O)C3CCCO3)cc2)cc1 (centres undefined)	6%	i	24	i	0.3	0%	?	nt	0.5%	-5%	0.5	56
41	CCO[C@H]1OC(C(=O)O)=C[C@@H](c2ccc3c(c2)OCO3)[C@@H]1CCCO	4%	i	7	i	1.1	-2%	1.3%	1	-0.2%	2%	1.5	60
42	Nc1nc(CSCc2ccccc2)nc(N2CCOCC2)n1	-2%	i	23	i	0.5	-3%	-0.1%	1	-0.2%	5%	-0.7	42
43	COc1ccccc1NC(=O)c1ccccc1C(=O)Nc1ccccc1OC	13%	i	6	i	0.8	5%	2.2%	nt	-0.2%[50 µM]	4%	0.0	75
44	CCOc1ccc(N(CC(=O)NCc2cccc(OC)c2)S(=O)(=O)c2c(C)noc2C)cc1	-1%	i	37	i	3.6	-3%	0.5%	0.9	0.0%	6%	-0.7	56
45	COc1ccc(CN2C(=O)c3cccnc3C2O)cc1 (centres undefined)	5%	i	30	i	1.0	13%	0.3%	1.1	-0.4%	8%	-1.5	76
46	O=C(COc1ccc(S(=O)(=O)N2CCCC2)cc1)N1CCN(c2ccccc2F)CC1	2%	i	23	i	0.7	2%	8.0%	nt	0.1%	3%	3.0	55
47	COc1ccc(/C=N/NC(=O)c2cccc(NC(=O)c3ccc(F)cc3)c2)c(C(=O)O)c1OC	-2%	i	50	i	0.1	-2%	0.6%	1	0.9%	2%	-0.2	88
48	Cn1cccc1C(NC(=O)c1ccccc1)C(Cl)(Cl)Cl (centres undefined)	9%	i	49	i	0.7	7%	0.3%	nt	0.1%	8%	-0.7	85
49	CC(C)NC(=O)C1CCN(C(=O)C(C(=O)c2ccccc2)n2cc(Cl)ccc2=O)CC1 (centres undefined)	11%	i	38	i	1.3	4%	3.2%	1.1	0.3%	6%	-0.1	67
50	COc1ccc(CN(C)C(=O)c2[nH]c(C)c(C(C)=O)c2C)c(OC)c1OC	8%	i	9	i	0.9	-4%	1.4%	nt	-0.7%	-5%	1.2	52
51	Cc1ccc(C)c(CSc2nnc(C)c(=O)[nH]2)c1	6%	i	68	i	0.3	-18%	0.7%	1.1	0.1%	9%	-0.6	84
52	Cc1cccc(C(=O)O/N=C(\N)CS(=O)(=O)c2ccccc2)c1	16%	i	13	i	2.0	-5%	0.6%	nt	0.1%[50 µM]	8%	0.1	55
53	CSc1nc2ccccc2n1Cc1c(Cl)cccc1Cl	2%	i	39	i	1.0	1%	7.6%	1.1	10%	5%	6.9	77

Compound activity (PubChem)
